# Assay outcomes deposited in PubChem by several laboratories.
# KLF5 inh: KLF5 expression inhibitors, primary screen, DLD-1 cells, luminescence; DLD-1 KLF5 promoter-luciferase reporter; inhibition, % at 5 µM; 290,000 tested, 0.23% active; AID 1700, 2009;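 active = inhibition above a per-plate limit of that plate's mean compound inhibition plus 3 SD, cut at about 60% in these data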;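 also: 0% = DMSO wells and 100% = LY294002 at 200 µM; higher means less KLF5 promoter-driven luciferase light; inactives centre near -14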
# HSP90 inh: HSP90 inhibitors, primary screen, cell lysate, luminescence; 290,000 tested, 0.91% active; Rabbit reticulocyte lysate, luciferase refolding luminescence, 3 h; AID 1789, 2009; inhibition, % at 5.6 µM; Heat shock protein HSP 90 (rabbit reticulocyte lysate; luciferase refolding);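 active = inhibition above the screen-wide mean plus 3 SD, computed separately per campaign, cut at about 16% in these data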;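 also: 0% = DMSO wells and 100% = 60 µM geldanamycin wells; inhibitors lower the luminescence because luciferase stays unfolded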
# AI-2 QS mod: Vibrio harveyi AI-2 quorum sensing modulators, primary screen, JMH597 strain, luminescence/OD600 ratio; Vibrio harveyi JMH597 AI-2 luminescence/OD600 ratio, 9 h; active compounds read low; strain lacks LuxN and CqsS sensors; 0 = neutral-control median; activity change, % at 7.5 µM; 300,000 tested, 0.4% active; in the data active = activity change below about -75%, passing the limit was not always enough;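 also: luminescence divided by OD600 gain over 9 h not by final OD600 alone; inactives centre near 13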
# SKKanGAS inh: S. pyogenes SKKanGAS growth inhibitors in kanamycin, primary screen, streptokinase expression inhibitor project, SKKanGAS strain, BacTiter-Glo luminescence | 6 h | inhibition, % at 7.5 µM | 300,000 tested, 1.3% active;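 active = mean replicate score, as percent of positive control median, at least 50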;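 also: strain carries kanamycin resistance gene driven by streptokinase promoter and grows in 40 µg/ml kanamycin; loss of luminescence reflects streptokinase promoter inhibition or plain growth inhibition; 0% = median of DMSO wells and 100% = positive control at its reference dose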
# IEC-6 tox: cytotoxicity in IEC-6 intestinal epithelial cells, primary screen, cytotoxicity control for KLF5 inhibitor project, cell-based, luminescence; IEC-6 cytotoxicity, luminescence viability; inhibition, % at 5 µM; 290,000 tested, 0.78% active; in the data active = inhibition above about 22%;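 also: 0% = plate median of test compound wells and 100% = cytotoxic reference compound wells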
# HSF1 inh: HSF1 inhibitors in luciferase reporter cells, primary screen, cell-based, NIH3T3, luminescence. NIH3T3-HGL HSE-luciferase, MG132-induced, luminescence 8 h; active compounds read low. activity change, negative = inhibition, % at 7.5 µM (by protocol). 300,000 tested, 0.77% active. AID 2098, 2009;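 active = more than half of replicate wells show activity change below -50%, luminescence cut by over half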;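 also: luciferase reports HSF-1 transcriptional activity via heat shock element; 0% = median of DMSO wells and -100% = zero luminescence signal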
# HSF-1 act: HSF-1 activators, primary screen, NIH3T3-HGL cells, MG132 stress, luminescence, single point. NIH3T3-HGL HSF-1 luciferase reporter, 8 h; 100% = twice DMSO control signal. activation, % at 9 µM. 300,000 tested, 1.7% active. AID 504408, 2011;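 active = mean replicate activation of at least 50% with a set share of replicates each reaching 50%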;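 also: 0% = median of the neutral control wells and 100% = twice that signal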
# aSyn 5UTR inh: MLPCN primary screen, SNCA 5' untranslated region; AID 1813, 2009; inhibition, % (tested at 7.5 µM); 300,000 tested, 0.82% active; alpha-synuclein 5'UTR reporter, inhibitor activity; in the data active = inhibition above about 60%;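 also: H4 neuroglioblastoma cells stably carrying SNCA 5'UTR luciferase fusion; 0% = DMSO wells and 100% = positive control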
# HIF activator: HIF pathway transcriptional activators, primary screen, cell-based, U2OS HRE-luciferase, luminescence | U2OS HRE-luciferase reporter; normalized: DMSO 0%, desferrioxamine 100% | activation, % at 7.5 µM (by protocol) | 300,000 tested, 0.32% active;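 active = mean activation of at least 10% of the iron chelator positive control signal, with at least half of replicates also reaching 10%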
# Platelet DG rel: inhibitors of platelet dense granule secretion, primary screen, cell-based, MLPCN, human platelets; AID 1663, 2009; human platelet-rich plasma, SFLLRN dense granule ATP release, luminescence; 300,000 tested, 0.22% active; inhibition, %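 (compounds screened at 7.5 µM in platelet-rich plasma)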;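 active = mean replicate score, as percent of positive control, at or above 50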
# Active calls of the source: *; / = no result given.
SMILES,KLF5 inh,HSP90 inh,AI-2 QS mod,SKKanGAS inh,IEC-6 tox,HSF1 inh,HSF-1 act,aSyn 5UTR inh,HIF activator,Platelet DG rel
CCC1(C(=O)c2ccccc2)C(c2ccc([N+](=O)[O-])cc2)C1(C(=O)OC)C(=O)OC (configuration not stated),-16,2,19,-9,-2,0,3,19,-0.4,-2
CCOC(=O)Nc1cc(OCC)c(NC(=O)C2CC2)cc1OCC,-3,0,10,-4,0,1,11,0,-0.2,1
COCCCN(C(=O)c1cc2c(s1)CCCCC2)c1c(N)n(Cc2ccccc2)c(=O)[nH]c1=O,/,/,14,-1,/,0,2,1,-0.2,0
CCOC(=O)C1CCN(S(=O)(=O)CCNC(=O)c2ccccc2)CC1,/,/,16,-2,/,-3,10,8,-1.7,1
CC1(C)NC(=O)N(CC(O)CN(c2cccc([N+](=O)[O-])c2)S(=O)(=O)c2ccccc2)C1=O (configuration not stated),25,-4,13,-4,5,-7,2,13,-6.0,16
COc1ccc(S(=O)(=O)N/N=C\c2ccc3c(c2)OCO3)cc1,4,-4,14,-4,0,-7,-10,-6,-0.1,5
Cc1ccc(C)c(OCCC(=O)OCC(=O)N2CCN(c3ccccc3)CC2)c1,-13,-1,15,5,-4,-1,3,-5,0.0,-18
Cc1cc(C(=O)N2CCC(C(=O)O)CC2)c(C(F)(F)F)o1,-4,4,24,-3,3,-4,4,-1,-0.4,7
COc1cc(/C=C/C(=O)NCCc2ccc(S(N)(=O)=O)cc2)ccc1OCC#N,-6,0,12,1,8,-5,-1,23,0.1,-1
COc1ccc([N+](=O)[O-])cc1NCc1ccccc1,1,-2,4,9,0,7,26,42,-0.7,-1
CCN(CC)CCCNC(=O)c1oc2ccc(S(=O)(=O)N3CC(C)CC(C)C3)cc2c1C (configuration not stated),-16,1,0,3,8,1,7,8,0.0,10
CC(=O)NC(Cc1cc(C)ccc1C)C(=O)N1CCN(C(=O)Nc2ccc(C(C)=O)cc2)CC1 (configuration not stated),-34,0,8,1,2,4,20,8,0.4,-10
CCCC(=O)N1c2ccccc2C(N(C(C)=O)c2ccccc2)CC1C (configuration not stated),3,-1,8,-5,6,1,-2,14,-0.2,3
COc1cc(/C=N/n2c(-c3ccccc3)n[nH]c2=S)ccc1O,-19,5,29,4,5,-5,-8,23,0.2,-4
O=C(CN1C(=O)c2cccnc2Oc2ccc(Cl)cc21)NCCc1ccccc1,-12,-1,-7,6,-1,3,23,-10,0.6,-15
COc1ccc(-c2csc(N3CCN(C(=O)c4ccco4)CC3)n2)cc1,-36,1,14,-7,3,-1,-3,5,0.2,1
O=C1/C(=C/c2ccc([N+](=O)[O-])cc2)Oc2cc(O)ccc21,-77,-1,-83*,8,6,61,73*,-49,0.9,8
CCCOc1ccccc1Cn1c(=O)oc2ccc(C)cc21,1,1,10,19,4,-7,20,0,-1.1,2
CCCC(=O)Nc1cccc(NC(=S)NC(=O)C(C)Oc2ccc(Cl)cc2Cl)c1 (configuration not stated),17,5,25,37,3,9,26,7,-0.4,4
COC(=O)c1ccccc1NC(=O)c1ccccc1N(C)S(=O)(=O)c1ccccc1,-28,-1,-2,-5,-11,-5,1,-1,0.1,4
CCC(=O)Nc1ccc(C(=O)Nc2cccc(C)n2)cc1,-80,2,2,-2,-2,/,/,-169,2.4,20
O=C(COC(=O)CCCN1C(=O)c2ccccc2C1=O)Nc1ncc(Cl)cc1Cl,-11,8,2,2,4,0,-13,4,-0.1,6
CC(C)C(=O)Nc1nc(-c2ccc3c(c2)CCN3C(=O)C2CC2)cs1,-69,1,/,15,-4,-4,13,-101,0.7,1
COc1ccc2sc(NC(=O)NC(=O)c3c(Cl)cccc3Cl)nc2c1,-29,3,0,24,1,-4,15,-30,1.1,-7

# Retrieved by compound from above (6):
SMILES,KLF5 inh,HSP90 inh,AI-2 QS mod,SKKanGAS inh,IEC-6 tox,HSF1 inh,HSF-1 act,aSyn 5UTR inh,HIF activator,Platelet DG rel
CCCC(=O)N1c2ccccc2C(N(C(C)=O)c2ccccc2)CC1C (configuration not stated),3,-1,8,-5,6,1,-2,14,-0.2,3
COc1cc(/C=N/n2c(-c3ccccc3)n[nH]c2=S)ccc1O,-19,5,29,4,5,-5,-8,23,0.2,-4
O=C(COC(=O)CCCN1C(=O)c2ccccc2C1=O)Nc1ncc(Cl)cc1Cl,-11,8,2,2,4,0,-13,4,-0.1,6
COC(=O)c1ccccc1NC(=O)c1ccccc1N(C)S(=O)(=O)c1ccccc1,-28,-1,-2,-5,-11,-5,1,-1,0.1,4
COc1ccc([N+](=O)[O-])cc1NCc1ccccc1,1,-2,4,9,0,7,26,42,-0.7,-1
Cc1ccc(C)c(OCCC(=O)OCC(=O)N2CCN(c3ccccc3)CC2)c1,-13,-1,15,5,-4,-1,3,-5,0.0,-18

# By substructure, those above with an NH in an aromatic ring (two)
SMILES,KLF5 inh,HSP90 inh,AI-2 QS mod,SKKanGAS inh,IEC-6 tox,HSF1 inh,HSF-1 act,aSyn 5UTR inh,HIF activator,Platelet DG rel
COCCCN(C(=O)c1cc2c(s1)CCCCC2)c1c(N)n(Cc2ccccc2)c(=O)[nH]c1=O,/,/,14,-1,/,0,2,1,-0.2,0
COc1cc(/C=N/n2c(-c3ccccc3)n[nH]c2=S)ccc1O,-19,5,29,4,5,-5,-8,23,0.2,-4

# (list continues)
SMILES,KLF5 inh,HSP90 inh,AI-2 QS mod,SKKanGAS inh,IEC-6 tox,HSF1 inh,HSF-1 act,aSyn 5UTR inh,HIF activator,Platelet DG rel
Cn1nccc1C(=O)N1CCN(c2ccccc2Cl)CC1,-31,3,-1,-5,3,-8,-10,-2,0.2,7
Cn1cc(CCNC(=O)C2CCC(=O)N(CCc3ccc(Cl)cc3)C2)cn1 (configuration not stated),-36,-4,9,-4,-7,-5,-3,9,-0.5,-1
CC(=O)c1cccc(NC(=O)N2CCCc3ccccc32)c1,-17,7,7,-2,0,14,28,-131,2.1,-10
Cc1ccc(C)n1-c1ccc(N2CCOCC2)c([N+](=O)[O-])c1,-8,5,10,3,-10,0,0,-33,0.1,-3
CCOC(=O)c1ccc(NC(=O)N2CCOCC2)cc1,-55,-1,24,0,-4,-14,-7,-48,1.0,-34
CC(C)(/C=N/O)/[N+]([O-])=C/c1ccccc1,-33,0,23,6,0,-4,-3,1,0.0,-6
CCCCN(C)C(=O)c1cc2cc([N+](=O)[O-])cc(OC)c2oc1=O,-5,1,8,-4,-1,-4,2,0,-0.8,1
Cc1cccc2sc(NC(=O)c3ccc(OCC4CCCO4)cc3)nc12 (configuration not stated),-29,-2,23,15,-2,22,26,-144,3.3,0
CCN(CC)N=Nc1ccc(C(=O)O)cc1,-90,10,22,1,4,-2,6,-6,0.0,21
Cc1onc(-c2c(Cl)cccc2Cl)c1C(=O)NCCc1ccc(S(N)(=O)=O)cc1,-25,1,25,1,3,-5,5,-12,-0.4,-4
CCN(CC)c1ccc2c(C)c(CO)c(=O)oc2c1,-12,2,28,-2,4,-1,-4,11,0.2,-1
N#Cc1cccc(-n2nnnc2-c2ccc3c(c2)OCO3)c1,-54,-7,7,-2,-3,6,15,-27,2.0,4
COCCNC(=O)C(c1ccco1)N(C(=O)Cn1nnc2ccccc21)c1ccc(C)cc1C (configuration not stated),-28,6,34,3,-4,5,-16,16,-0.2,-3
CCOC(=O)CCc1c(C)nc2ncnn2c1C,-4,-3,5,-5,-7,-5,-6,-13,-0.6,-10
Cc1cccc(CSCCNC(=S)Nc2ccccc2)c1,6,-3,-1,-9,-3,18,10,1,-0.1,6
COc1ccc(Br)cc1-c1nc(C)c(C(C)=O)n1O,-8,0,2,0,-1,-3,-6,14,-0.6,-3
COc1cccc(CN2C[C@]34C=C[C@@H](C[C@@H]3S2(=O)=O)O4)c1,/,/,23,-1,/,1,4,2,-0.8,8
COc1ccccc1N1CCN(C(=O)c2cc3c(-c4ccc(Cl)cc4)nn(C)c3s2)CC1,-3,-1,15,27,-1,-2,8,-7,/,17
O=C(Nc1cc2c3c(c1)CC(=O)N3CCC2)c1ccco1,/,/,8,-4,/,3,0,-5,0.4,3
Cc1c(Br)cc(C(=O)NCc2ccco2)c(C)c1C,-27,7,18,1,5,9,4,-34,-0.2,9
CC(Sc1nnc(-c2cc3ccccc3o2)n1-c1ccccc1)C(=O)O (configuration not stated),-13,4,23,3,6,-4,-11,-10,0.3,5
CC(C)c1nc(SCC(=O)N2CCCCCC2)c2c(=O)n(C)c(=O)n(C)c2n1,15,-2,5,37,4,3,5,16,0.4,-18
Oc1c(C=Nc2ccccc2)sc(=S)n1Cc1ccccc1,7,0,22,5,3,13,25,-36,0.5,1
COC(=O)C1CCN(C(=O)CN(C)Cc2ccc(C(C)(C)C)cc2)CC1,-5,1,19,-1,0,2,-4,8,0.8,11
CC1(C)C(=O)OC(c2cccn2-c2ccc([N+](=O)[O-])cc2)C(C)(C)C1=O (configuration not stated),-38,2,13,-5,-7,-1,9,-15,0.0,6
CSc1nc(C)cc(/C=C\c2ccccc2)c1C#N,10,3,18,-7,2,-4,12,-37,1.7,-3
CC1(C)CC(=O)c2cc(C(=O)NCc3ccco3)c(=O)n(-c3ccccc3)c2C1,8,-2,5,-4,-1,-7,-3,18,0.1,-2
Cc1n[nH]c(C)c1C(=O)CC1(O)C(=O)N(Cc2ccccc2)c2ccc(Br)cc21 (configuration not stated),1,2,7,4,1,-5,0,10,-0.4,6

# Single records, as listed above. Order of values: KLF5 inh | HSP90 inh | AI-2 QS mod | SKKanGAS inh | IEC-6 tox | HSF1 inh | HSF-1 act | aSyn 5UTR inh | HIF activator | Platelet DG rel
# Record of N#Cc1cccc(-n2nnnc2-c2ccc3c(c2)OCO3)c1 → -54 | -7 | 7 | -2 | -3 | 6 | 15 | -27 | 2.0 | 4
# Record of COc1ccc([N+](=O)[O-])cc1NCc1ccccc1 → 1 | -2 | 4 | 9 | 0 | 7 | 26 | 42 | -0.7 | -1

# Marked active in AI-2 QS mod, of those listed so far:
Compound,KLF5 inh,HSP90 inh,AI-2 QS mod,HSF1 inh,HSF-1 act,aSyn 5UTR inh,Platelet DG rel
O=C1/C(=C/c2ccc([N+](=O)[O-])cc2)Oc2cc(O)ccc21,-77,-1,-83*,61,73*,-49,8
